PMI act: activators of human PMI, primary screen, biochemical, fluorescence intensity, near-Km mannose 6-phosphate | activation factor at 20 µM | purified human PMI, coupled resazurin fluorescence, 20 min; active compounds read high; 1 = vehicle control, 0 substrate-free wells | actives 0.005% (n = 190,000) | AID 1214, 2008;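 active = activation factor of 2 or more at 20 µM, relative to plate controls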
Target sequence (P34949 whole entry, looked up): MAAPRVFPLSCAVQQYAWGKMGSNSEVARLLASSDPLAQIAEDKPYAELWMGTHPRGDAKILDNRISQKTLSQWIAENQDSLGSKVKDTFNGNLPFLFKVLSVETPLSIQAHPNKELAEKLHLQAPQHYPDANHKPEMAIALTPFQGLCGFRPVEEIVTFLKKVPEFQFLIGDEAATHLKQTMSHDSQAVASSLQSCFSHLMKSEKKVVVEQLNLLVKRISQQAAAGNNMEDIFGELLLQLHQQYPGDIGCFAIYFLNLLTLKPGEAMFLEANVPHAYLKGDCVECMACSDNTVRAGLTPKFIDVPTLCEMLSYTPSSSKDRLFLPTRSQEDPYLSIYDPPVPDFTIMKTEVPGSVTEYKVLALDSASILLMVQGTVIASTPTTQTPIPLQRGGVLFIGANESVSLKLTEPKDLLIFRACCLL
G6PDH CS: L. mesenteroides G6PDH inhibitors, counter-screen for G6PDH-coupled screening assays, biochemical, Leuconostoc mesenteroides enzyme; Purified L. mesenteroides G6PDH, diaphorase/resazurin coupled fluorescence, 45 min; AID 1020, 2008; glucose-6-phosphate dehydrogenase [Leuconostoc mesenteroides]; inhibition, % at 5 µM; actives 0.12% (n = 200,000)
PMI act satM6P: human PMI activators, high substrate, primary screen, biochemical, fluorescence intensity, near-saturating mannose 6-phosphate | AID 1216, 2008 | coupled PMI enzyme assay, resazurin fluorescence, 20 min; active compounds read high; 1 = untreated enzyme, 0 = substrate-free blank | actives 0.34% (n = 190,000) | activation factor at 20 µM;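 active = activation factor of 2 or more at 20 µM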
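Test system – human PMI in coupled enzyme assay · Timing – 20 min incubation at room temperature · Detection – Diaphorase-driven resazurin-to-resorufin fluorescence, excitation 544, emission 590 nm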
Diaphorase inh: diaphorase inhibitors and chemical oxidizers, primary screen, counter-screen for diaphorase-coupled primary assays, biochemical, uHTS, resorufin fluorescence; inhibition, % at 20 µM; actives 0.69% (n = 190,000); diaphorase resazurin-to-resorufin fluorescence, NADH, 16 min; bacterial (C. kluyveri) enzyme, not human;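 active = primary screen inhibition at 20 µM above a set limit, cut at about 50% in these data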;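 also: plate controls were DMSO with full reaction for no effect and wells lacking NADH for full effect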
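Assay system – diaphorase enzyme from Clostridium kluyveri · Amount – diaphorase 0.14 U/mL (working solution) · Times – reaction incubation of 16 min at room temperature · Controls – No-NADH positive control and DMSO neutral control · Signal – resorufin fluorescence 544/590 nm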
Lmaj promast: Leishmania major promastigote growth inhibition, primary screen. Leishmania major promastigotes, resazurin fluorescence viability. inhibition, % at 10 µM. actives 9% (n = 200,000). AID 1063, 2008;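 also: promastigotes grown with compound for 44 hours at 28 °C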
S1P3 antagonist: S1P3 receptor antagonists, primary screen, cell-based. inhibition, % at 4.98 µM. AID 485, 2006. Sphingosine 1-phosphate receptor 3 (Homo sapiens), Q99500. actives 0.27% (n = 170,000). CHO S1P3 NFAT-BLA reporter, FRET fluorescence, antagonist mode;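 active = inhibition above the plate cutoff, the mean inhibition of test wells on that plate plus 3 SD, cut at about 28% in these data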;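 also: cells challenged with S1P at its EC80 of 0.8 µM; blue over green emission ratio from cleaved BLA substrate after 4 h stimulation; 0% = S1P-stimulated wells and 100% = unstimulated DMSO-only wells; some compounds past the cut are filed as inactive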
Target sequence (Q99500 whole entry, looked up): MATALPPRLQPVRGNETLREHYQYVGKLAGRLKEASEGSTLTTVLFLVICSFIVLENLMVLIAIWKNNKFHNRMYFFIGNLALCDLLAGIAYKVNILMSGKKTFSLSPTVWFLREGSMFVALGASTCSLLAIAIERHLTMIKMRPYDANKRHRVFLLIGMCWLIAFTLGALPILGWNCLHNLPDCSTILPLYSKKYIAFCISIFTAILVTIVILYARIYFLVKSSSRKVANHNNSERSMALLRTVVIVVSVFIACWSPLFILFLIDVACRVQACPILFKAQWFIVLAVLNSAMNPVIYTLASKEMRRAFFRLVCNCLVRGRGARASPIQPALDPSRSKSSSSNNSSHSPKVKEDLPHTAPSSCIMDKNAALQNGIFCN
Redox H2O2 prof: compounds producing H2O2 with reducing agent – biochemical, NIH compound library profiling, artefact control for MLSCN library redox annotation, primary screen; DTT-dependent redox cycling H2O2, phenol red/HRP absorbance; 100% = 100 µM peroxide control, 0% = buffer; activation, % at 10 µM; actives 0.03% (n = 200,000);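 active = activation of at least 50% relative to the plate's high and low controls in the primary single-dose screen; inactive = activation below 50%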;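 also: compound incubated with DTT at 0.8 mM final as the reducing agent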
TLR4-MyD88 BLA: inhibitors of TLR4-MyD88 association in cells, primary screen, cell-based, HeLa CL3-4, BLA complementation, FRET ratio; HeLa CL3-4 TLR4/MyD88 BLA complementation; inhibition, % at 8.4 µM; actives 0.18% (n = 200,000); AID 861, 2007; in the data active = inhibition above about 25%;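 also: 0% = vehicle and 100% = reference inhibitor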
RAM inhibit: inhibitors of the yeast RAM network, primary screen, dse1pr::URA3 reporter, 5-FOA selection; S. cerevisiae dse1pr::URA3 reporter, 5-FOA growth OD615, 2 d; analog-sensitive cbk1-as2 kinase mutant strain; inhibition, % at 50 µM; actives 1.8% (n = 190,000); AID 868, 2007;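 active = inhibition above a set limit, 3 SD over mean compound inhibition, cut at about 8.4% in these data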;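 also: 0% = DMSO-only wells with no growth and 100% = 10 µM 1-NA-PP1 full growth; inhibition rescues growth on 5-FOA so higher OD means more RAM inhibition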
Diaphorase act: compounds boosting diaphorase resazurin reduction – biochemical, uHTS, resorufin fluorescence, counter-screen for diaphorase-coupled primary assays, primary screen | Diaphorase/resazurin coupled assay, 16 min; active compounds read high; 1 = vehicle wells, 0 = NADH-free wells | activation factor at 20 µM | actives 0.005% (n = 190,000);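 active = diaphorase activity raised at least twofold by the compound at 20 µM; inactive = activation factor below 2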
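test system = bacterial diaphorase enzyme (C. kluyveri) | quantity = enzyme 0.07 U/mL final | reagent = NADH substrate 0.114 mM plus resazurin dye 0.1 mM, final | incubation = 16 min enzyme reaction, ambient temperature | buffer or medium = HEPES pH 7.4 buffer with MgCl2 and Tween 20 | signal = fluorescence of resorufin, 544 nm excitation, 590 nm emission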
Hsp70 act: Hsp70 transcriptional activators, primary screen, cell-based, HeLa, Hsp70 promoter luciferase, luminescence, 10 µM; HeLa Hsp70 promoter luciferase reporter; scaled: vehicle 0, proteasome-inhibitor control 100%; activation, % at 10 µM; actives 0.04% (n = 200,000); AID 1203, 2008;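 active = activation above the mean across all tested compounds plus 3 SD, cutoff set per campaign, cut at about 5.5% in these data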;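 also: 100% = MG132 at 30 µM as the positive control and 0% = DMSO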
* hit, by the source's call; nt = no result given. Rule as the data show it, unless noted: active = inhibition above about 50%; inactive = the rest.

SMILES	PMI act	G6PDH CS	PMI act satM6P	Diaphorase inh	Lmaj promast	S1P3 antagonist	Redox H2O2 prof	TLR4-MyD88 BLA	RAM inhibit	Diaphorase act	Hsp70 act
C=CCC(c1ccccc1)N(C(C)=O)c1ccco1 (stereo unspecified)	1	8	0.9	12	0	-11	-1.1	-2	3.9	0.9	-0.1
O=C(Cn1ncc(Cl)c(Cl)c1=O)c1ccc(Cl)cc1	1	4	1.1	4	76*	nt	3.3	29*	2.2	1	0.2
CC12CS(=O)(=O)CC1SC(=S)N2c1ccccn1 (stereo unspecified)	1	5	1	0	0	-17	-0.1	-5	3.0	1	-0.1
COc1ccc(CN2C(=O)/C(=C/c3ccncc3)SC2=S)cc1	1	-6	1	7	68*	2	-0.1	-3	-1.7	0.9	-0.2
Cc1cc(/C=N/n2cnnc2)c(C)n1-c1cc(Cl)ccc1Cl	1	4	1	9	28	14	0.6	10	0.1	0.9	-0.1
Cc1ccccc1-n1c(SCc2c(C)noc2C)nnc1-c1ccncc1	0.8	1	0.9	16	7	nt	2.1	2	-0.5	0.8	-0.6
COCCCNC(=O)CSc1nc2ccccc2c(=O)n1CCC(=O)NCCc1ccc(OC)c(OC)c1	1.1	14	1.1	4	-5	-12	0.3	4	1.1	1	-0.1
O=C1N=C(N2CCCC2C(=O)O)S/C1=C\c1ccco1 (stereo unspecified)	1.1	6	0.7	28	-4	-14	-1.9	13	1.1	0.7	-0.3
COC(=O)c1ccc(CNC(=O)c2coc3ccccc3c2=O)cc1	1	2	0.9	12	-2	-17	-0.6	8	2.1	0.9	-0.3
CN(C)c1ccc(C(C#N)c2ccc(Cl)cc2)nn1 (stereo unspecified)	1.1	2	1.1	2	4	-20	0.1	-11	2.0	1	-0.1
CC(C)CCNc1nc(N)c([N+](=O)[O-])c(NCC2CCCO2)n1 (stereo unspecified)	0.8	8	0.9	13	36	-8	0.0	-28	0.6	0.9	-0.3
O=C(/C=C/c1cccc([N+](=O)[O-])c1)NCCSCc1ccccc1Cl	0.8	-20	0.9	13	-3	-10	0.5	7	12*	0.9	-0.3
CC1CN(C2CCN(C(=O)c3ccccc3Cl)CC2)CC(C)O1 (stereo unspecified)	0.9	-14	0.9	17	88*	nt	-1.3	0	2.6	0.8	-0.2
CC(C)Sc1ncnc2c1oc1ccccc12	1	4	1	-2	-1	1	0.9	3	3.7	1	0.1
Cc1nc(NCc2cccnc2)c2c3c(sc2n1)CCCC3	0.9	5	0.9	8	2	4	-0.7	-8	0.9	0.9	-0.2
Cc1cccc(C(CC(=O)O)NC(=O)C(F)(F)F)c1 (stereo unspecified)	1.3	-4	1.1	-4	-10	-19	-1.5	3	1.2	1	-0.3
COc1ccc(-c2cc(C(F)(F)F)n3nc(C(=O)NCc4ccco4)cc3n2)cc1	1	-5	0.9	34	5	-2	-1.3	6	2.1	0.7	-0.4
C=CCOc1ccccc1CNCc1ccc(F)cc1	1	2	1.1	-2	57*	11	-0.6	-15	1.5	1	-0.1
C=CCNC(=O)CCCOc1cccc(C)c1	1	0	1	12	0	-8	-0.2	-8	1.8	0.9	-0.1
CCn1c(CSCc2ccc(F)cc2)nnc1SCC(=O)NCc1ccccc1	1.1	-2	1.1	-4	0	nt	0.4	-3	1.0	1	0.3
COc1ccc(C(=O)NCc2nnc(SCC(=O)N3CCc4ccccc43)n2CCc2ccccc2)cc1	0.9	-42	1	34	10	-9	0.2	7	0.1	0.7	-0.2
O=C(NC(=S)Nc1ccc(N2CCOCC2)c(Cl)c1)c1cccs1	0.8	6	0.9	31	-6	5	0.2	-5	1.2	0.7	-0.4
CCOC(=O)C1C(=O)C=C(c2ccc(C)cc2)CC1c1ccc([N+](=O)[O-])cc1 (stereo unspecified)	0.9	-31	1	18	8	-5	1.8	-2	6.8	0.8	-0.3
Brc1ccc(OCc2ccccc2)c(CNCC2CCCO2)c1 (stereo unspecified)	1	1	1	6	39	2	-0.6	4	0.0	0.9	0.0
Cc1nn(-c2cc(N3CCCC3)ccc2[N+](=O)[O-])c(=O)c2ccccc12	0.9	6	1	5	-1	nt	0.1	2	0.8	0.9	-0.3
CCN(c1ccccc1)S(=O)(=O)c1ccc(NC(=O)c2ccco2)cc1	0.8	12	0.9	20	24	5	-0.4	-13	0.9	0.8	-0.4
COc1cccc(CC2(CO)CCCN(Cc3cn(C)c4ccccc34)C2)c1 (stereo unspecified)	0.8	11	0.9	23	26	-5	-0.2	-5	2.0	0.8	-0.3
CCOc1cc2[nH]c(=S)n(C3CC3)c(=O)c2cc1OCC	0.9	5	1	10	-5	-12	0.1	4	0.4	0.9	-0.2
Cc1cc(N2CCOCC2)nc2ccc(NC(=O)CCC(=O)N3CCCCC3)cc12	0.9	5	0.9	12	2	32	-0.6	-6	0.4	0.9	0.0
CC(C)C(=O)Nc1nnc(SCC(=O)N2c3ccccc3CC2C)s1 (stereo unspecified)	0.9	10	1	10	-2	nt	2.1	-9	0.3	0.9	0.1

Compound profiles (already shown):
O=C(NC(=S)Nc1ccc(N2CCOCC2)c(Cl)c1)c1cccs1 in the list: PMI act = 0.8; G6PDH CS = 6; PMI act satM6P = 0.9; Diaphorase inh = 31; Lmaj promast = -6; S1P3 antagonist = 5; Redox H2O2 prof = 0.2; TLR4-MyD88 BLA = -5; RAM inhibit = 1.2; Diaphorase act = 0.7; Hsp70 act = -0.4
Cc1cccc(C(CC(=O)O)NC(=O)C(F)(F)F)c1 (stereo unspecified) in the list: PMI act = 1.3; G6PDH CS = -4; PMI act satM6P = 1.1; Diaphorase inh = -4; Lmaj promast = -10; S1P3 antagonist = -19; Redox H2O2 prof = -1.5; TLR4-MyD88 BLA = 3; RAM inhibit = 1.2; Diaphorase act = 1; Hsp70 act = -0.3

More records.
SMILES	PMI act	G6PDH CS	PMI act satM6P	Diaphorase inh	Lmaj promast	S1P3 antagonist	Redox H2O2 prof	TLR4-MyD88 BLA	RAM inhibit	Diaphorase act	Hsp70 act
NC(=O)CSc1nnc(-c2cnccn2)n1-c1ccccc1	0.9	-16	0.9	21	-6	-14	0.7	-4	1.7	0.8	0.2
O=C(Cn1cc([N+](=O)[O-])cn1)Nc1cccnc1	1.2	7	1.1	2	-4	-2	-1.3	-9	0.2	1	-0.1
O=C(CSc1nc2ccc(Cl)cc2[nH]1)NC1CCCc2ccccc21 (stereo unspecified)	0.9	-9	0.9	10	9	6	-0.4	6	2.7	0.9	-0.3
COc1ccc(N2C(=O)/C(=C/c3cccnc3)NC2=S)cc1	1.1	0	1.2	26	-7	-5	0.1	10	1.9	0.7	-0.1
CC(C)Cc1nnc(NC(=O)c2ccncc2)s1	1.1	10	1	14	-9	2	0.9	-11	0.9	0.9	-0.3
CCc1c(C)sc2nc(C(C)C)nc(SCC(=O)N3CCc4ccccc4C3)c12	0.8	-18	0.8	25	-4	nt	-0.5	6	6.8	0.8	-0.3
Cc1ccc(C)n1-c1ccc(-n2cnnn2)cc1	1	6	1.1	16	8	10	2.4	-3	1.8	0.8	-0.2
Cc1nc(NC(=O)COC(=O)c2ccc(S(=O)(=O)N3CCc4ccccc4C3)cc2)c(Cl)cc1Cl	1.2	15	1	17	-2	-7	-1.0	-24	1.7	0.8	0.0
CC(C)OCCCNC(=O)c1ccc(C2SCC(=O)N2Cc2ccco2)cc1 (stereo unspecified)	0.9	11	0.9	17	-4	-9	-0.2	2	1.1	0.8	-0.3
Cc1cc(C)nc(SCC(=O)Nc2ncc(Cc3ccc(Cl)c(Cl)c3)s2)n1	1	-2	0.9	2	-4	0	-0.2	-14	2.9	1	-0.3
CC1(C(=O)NNC(=S)NCc2ccco2)CC1(Cl)Cl (stereo unspecified)	nt	13	nt	nt	-5	-13	0.2	-2	0.4	nt	-0.1
O=C(Nc1ccc(F)cc1)c1ccccc1NS(=O)(=O)N1CCCC1	0.8	14	0.9	20	-3	-19	0.9	4	1.3	0.8	1.5
O=C(Nc1cccc(S(=O)(=O)N2CCOCC2)c1)c1ccc2c(=O)n3c(nc2c1)CCCCC3	1.1	-2	1.1	8	11	-10	-0.3	2	2.5	0.9	-0.4
COc1ccc(-c2cn3ccccc3n2)cc1[N+](=O)[O-]	0.9	0	0.9	16	5	10	-0.5	-7	-0.4	0.8	0.0
CCOC(=O)N1CCC(NC(=O)c2cc3ccccn3n2)CC1	1.1	0	1.1	6	-5	-7	-1.3	3	0.3	0.9	-0.1
CCO[C@H]1OC(C(=O)N2CCN(Cc3ccccc3)CC2)=C[C@@H](C2CCCCC2)[C@@H]1CCCO	1	8	1	2	4	-14	0.1	-8	0.0	1	0.1
Cc1c(C(=O)NN)nn(-c2ccc(Cl)cc2)c(=O)c1C#N	1.4	-1	0.8	25	-5	-2	-0.2	-2	1.6	0.7	-0.3
O=C(NCCc1cn2ccccc2n1)c1ccc(Br)o1	1	9	1	6	-1	2	-0.6	-3	3.1	0.9	-0.4
O=C(Cn1cncn1)N/N=C/c1cccc2ccccc12	1.1	-2	1.1	1	0	-4	0.1	-1	-0.5	1	-0.1
CSc1cccc(NC(=O)C2(S(=O)(=O)c3ccc(C)cc3)CC2)c1	1.1	5	1.2	6	38	-23	-0.3	5	0.8	0.9	-0.4
NC(=O)c1c(NC(=O)CSc2nc3c(c(C(F)(F)F)n2)CCc2ccccc2-3)sc2c1CCCC2	0.9	-31	0.9	6	-5	nt	3.3	-2	3.3	0.9	0.6
CC(OC(=O)c1cccnc1SCc1cc(=O)n2ccccc2n1)c1ccccn1 (stereo unspecified)	1	6	1	-3	3	nt	-0.1	0	-0.5	1	-0.2
